V-ATPase pHluor: regulators of yeast V-ATPase proton pumping, primary screen, pHLuorin cytosolic pH fluorescence; AID 504577, 2011; response, % at 10 µM; hit rate 0.37% among 350,000; S. cerevisiae; in the data active = response mostly above about 7.3%, no sharp cut-off; inactive = mostly below about 5.4%; also: actives read high; inactives centre near 0; some compounds called inactive have numbers as strong as hits; reference of the scale not given here
Cardiac RTF inh: cardiac RTF calcium sensitivity inhibitors, primary screen, biochemical, IANBD-TnC fluorescence, EC70 calcium | IANBD-labeled cardiac RTF, Ca2+ fluorescence | inhibition, % at 7.15 µM | hit rate 0.12% among 340,000 | AID 493244, 2011;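 active = inhibition above the mean inhibition of all tested compounds plus 3 SD, cut at about 17% in these data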;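 also: assay run at fixed EC70 calcium of 1.6 mM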
Keap1 Nrf2 FP: Keap1-Nrf2 protein-protein interaction inhibitors, primary screen, biochemical, fluorescence polarization, single point. Kelch-like ECH-associated protein 1 (Homo sapiens), Q14145. Keap1 Kelch-Nrf2 peptide fluorescence polarization, 1536-well. inhibition, % at 9.4 µM. hit rate 0.15% among 340,000; in the data active = inhibition above about 12%;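 also: human Keap1 Kelch domain with fluorescein labeled Nrf2 9mer peptide probe; 0% = neutral control wells and 100% = peptide positive control; higher means more block of Keap1 binding to Nrf2 peptide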
C-LANA FP: inhibitors of KSHV C-LANA binding to DNA, primary screen, biochemical, fluorescence polarization, FAM-LBS DNA, MBP-C-LANA, single point; Kaposi's sarcoma herpesvirus LANA C-terminal domain (residues 932-1162) DNA binding; inhibition, % at 9 µM; hit rate 0.078% among 340,000; AID 504423, 2011;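 active = highest replicate inhibition at or above 60% at 9 µM, even if other replicates fall short; inactive = all replicates below 60% inhibition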;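 also: 0% = neutral control wells and 100% = 4 µM acridine orange control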
Arr AP2 block: inhibitors of beta-arrestin/AP2 binding, primary screen, biochemical, GPCR trafficking, flow cytometry; FITC-arrestin peptide / GST-AP2 beads; AP2 beta2 appendage carries R879A mutation; beta-arrestin 1 C-terminal peptide binding to AP2 beta2-adaptin appendage (human); hit rate 0.31% among 340,000; inhibition, % at 10 µM;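 active = inhibition above a set limit, near 3 SD of compounds lacking own fluorescence, cut at about 54% in these data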;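 also: plate controls were DMSO wells for no effect and 5 µM unlabelled arrestin peptide for full effect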
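Measured by: flow cytometry, FL1 (488/535 nm); Material: AP2 appendage R879A on GSH beads; Evaluation: percent response; Timing: pre-incubation 12 min, peptide binding 1 h, room temperature; Also added: 50 nM FITC-arrestin peptide; Medium: PBS with 0.05% Tween 20 and 0.1% BSA.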
OPRM1-OPRD1 ag: agonists of OPRM1-OPRD1 heterodimerization, primary screen, cell-based, luminescence. Mu-type opioid receptor (Homo sapiens) + Delta-type opioid receptor (Homo sapiens), …. cells. activation, % at 9.3 µM. hit rate 0.3% among 340,000. AID 504326, 2011; in the data active = activation above about 18%;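 also: 0% = vehicle-treated cells and 100% = reference agonist; values of inactives mirror those of a sister screen read the other way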
Wnt act: Wnt/beta-catenin pathway activators, primary screen, cell-based, plate reader, single point. Wnt/beta-catenin reporter cell assay, activator. activation, % at 9.35 µM. hit rate 1.2% among 300,000. AID 743398, 2014; in the data active = activation above about 30%, passing the limit was not always enough;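 also: 0% = neutral control wells and 100% = positive control wells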
DSG3 Ab inh: inhibitors of pemphigus antibody binding to DSG3, primary screen, biochemical, bead-based, flow cytometry, scFv-GFP; DSG3-coupled beads, scFv-anti-DSG3-GFP binding; hits give low values; hit rate 0.48% among 310,000; binding (percent of control), % at 10 µM; AID 588358, 2011; Desmoglein-3 (Homo sapiens), P32926;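 active = binding more than 3 SD below its plate's average and above zero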;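 also: hits lower antibody fragment binding to DSG3; some compounds called inactive have numbers as strong as hits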
Target sequence (P32926 whole entry, looked up, the tested form may be a part): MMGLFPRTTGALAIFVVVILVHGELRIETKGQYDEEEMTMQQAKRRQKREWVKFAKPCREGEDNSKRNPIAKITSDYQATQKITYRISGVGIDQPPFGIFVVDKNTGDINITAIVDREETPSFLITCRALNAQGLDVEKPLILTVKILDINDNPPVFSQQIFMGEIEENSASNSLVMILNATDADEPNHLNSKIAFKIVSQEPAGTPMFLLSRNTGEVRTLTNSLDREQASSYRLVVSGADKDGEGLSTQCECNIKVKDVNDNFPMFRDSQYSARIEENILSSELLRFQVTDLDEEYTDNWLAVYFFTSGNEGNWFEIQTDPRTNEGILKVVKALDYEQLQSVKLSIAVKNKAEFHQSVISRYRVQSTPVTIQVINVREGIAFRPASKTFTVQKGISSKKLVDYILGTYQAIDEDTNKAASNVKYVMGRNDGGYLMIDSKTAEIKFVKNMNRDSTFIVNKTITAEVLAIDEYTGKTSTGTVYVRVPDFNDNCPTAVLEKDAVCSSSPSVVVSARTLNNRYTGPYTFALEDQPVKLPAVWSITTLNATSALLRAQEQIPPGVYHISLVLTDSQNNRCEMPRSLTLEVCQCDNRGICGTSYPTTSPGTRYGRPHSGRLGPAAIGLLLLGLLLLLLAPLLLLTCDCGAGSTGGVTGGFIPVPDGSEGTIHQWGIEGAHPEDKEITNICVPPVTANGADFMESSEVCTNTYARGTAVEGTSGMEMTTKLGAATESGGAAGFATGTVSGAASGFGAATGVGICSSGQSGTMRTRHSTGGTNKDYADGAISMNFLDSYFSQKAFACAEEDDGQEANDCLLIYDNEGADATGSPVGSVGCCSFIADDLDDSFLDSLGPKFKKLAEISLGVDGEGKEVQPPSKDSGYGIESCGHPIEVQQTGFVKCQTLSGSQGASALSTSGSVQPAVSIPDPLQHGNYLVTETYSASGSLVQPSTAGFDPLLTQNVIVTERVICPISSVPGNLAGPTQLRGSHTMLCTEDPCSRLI
RTF Ca sens act: cardiac RTF calcium sensitivity activators, primary screen, biochemical, IANBD-TnC fluorescence, EC20 calcium | Troponin I, cardiac muscle (Homo sapiens) + Troponin T, cardiac muscle (Homo sapiens) + … | hit rate 0.24% among 340,000 | IANBD-labeled TnC RTF fluorescence at EC20 calcium; 0% EC20 calcium, 100% full calcium | activation, % at 7.2 µM;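 active = activation above the mean over all tested compounds plus 3 SD, cut at about 30% in these data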;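 also: rise in fluorescence read as greater calcium sensitivity of cardiac thin filaments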
OPRM1-OPRD1 inv: inverse agonists of MOR-DOR heterodimerization, primary screen, cell-based, luminescence; Mu-type opioid receptor (Homo sapiens) + Delta-type opioid receptor (Homo sapiens), …; cell-based MOR-DOR heterodimer luminescence, inverse agonism; inhibition, % at 9.3 µM; hit rate 0.21% among 340,000; AID 504357, 2011; in the data active = inhibition above about 22%, passing the limit was not always enough;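 also: 0% = cells with DMSO and 100% = wells without cells with DMSO; values of inactives mirror those of a sister screen read the other way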
* marks the source's active call; other numbers are inactive results.

What do the screens show for `COCc1ccc(-c2ccc3c(c2)c(C#Cc2ccsc2)c(-c2cc(OC)cc(OC)c2)n3C)cc1`?
V-ATPase pHluor: -3.0; Cardiac RTF inh: -69.7; Keap1 Nrf2 FP: -2.4; C-LANA FP: -1.6; Arr AP2 block: -4.8; OPRM1-OPRD1 ag: -2.7; Wnt act: -4.4; DSG3 Ab inh: 98.7; RTF Ca sens act: 6.7; OPRM1-OPRD1 inv: 14.7

What do the screens show for `CCOC(=O)c1sc(NC(=O)c2cccnc2)nc1C`?
V-ATPase pHluor: 0.1; Cardiac RTF inh: -5.2; Keap1 Nrf2 FP: 3.9; C-LANA FP: -1.1; Arr AP2 block: -0.7; OPRM1-OPRD1 ag: -1.1; Wnt act: -2.1; DSG3 Ab inh: 100.2; RTF Ca sens act: -1.3; OPRM1-OPRD1 inv: 6.3

How did Cc1csc(NC(C)c2nc3cc(Cl)c(Cl)cc3n2CCCO)n1 (stereo not drawn) do in these assays?
V-ATPase pHluor: -2.2; Cardiac RTF inh: 6.8; Keap1 Nrf2 FP: -3.9; C-LANA FP: -1.2; Arr AP2 block: 2.4; OPRM1-OPRD1 ag: -0.3; Wnt act: -4.4; DSG3 Ab inh: 100.2; RTF Ca sens act: -2.1; OPRM1-OPRD1 inv: 1.7

Results for O=C(c1ccc([N+](=O)[O-])cc1)N1CCOC12CCN(c1ncc(C(F)(F)F)cc1Cl)CC2 ?
V-ATPase pHluor: 6.2; Cardiac RTF inh: 6.6; Keap1 Nrf2 FP: -0.7; C-LANA FP: -0.5; Arr AP2 block: 3.3; OPRM1-OPRD1 ag: 1.7; Wnt act: -2.7; DSG3 Ab inh: 95.9; RTF Ca sens act: -5.5; OPRM1-OPRD1 inv: -9.2

How did O=C(CSc1ncnc2c1oc1ccccc12)OCc1ccccc1 do in these assays?
V-ATPase pHluor: -1.6; Cardiac RTF inh: -3.6; Keap1 Nrf2 FP: -5.6; C-LANA FP: 0.1; Arr AP2 block: -1.9; OPRM1-OPRD1 ag: 5.9; Wnt act: -0.8; DSG3 Ab inh: 103.0; RTF Ca sens act: -1.3; OPRM1-OPRD1 inv: -32.2

Results for CCn1nnc(NC(=O)c2cccnc2)n1 ?
V-ATPase pHluor: 1.4; Cardiac RTF inh: 0.0; Keap1 Nrf2 FP: -4.0; C-LANA FP: 0.6; Arr AP2 block: -11.9; OPRM1-OPRD1 ag: -0.1; DSG3 Ab inh: 107.8; RTF Ca sens act: 13.9; OPRM1-OPRD1 inv: 0.8

What do the screens show for `Cc1nc2ccccc2c2oc(C(=O)NCCCN3CCC(C)CC3)cc12`?
V-ATPase pHluor: -1.6; Cardiac RTF inh: 0.5; Keap1 Nrf2 FP: -3.7; C-LANA FP: -5.4; Arr AP2 block: -0.7; OPRM1-OPRD1 ag: 0.4; Wnt act: 1.4; DSG3 Ab inh: 169.2; RTF Ca sens act: 6.7; OPRM1-OPRD1 inv: -2.4

What do the screens show for `CC(C)c1ccc(C2C(C(=O)c3ccco3)=C(O)C(=O)N2CC2CCCO2)cc1` (stereo not drawn)?
V-ATPase pHluor: 1.8; Cardiac RTF inh: -6.4; Keap1 Nrf2 FP: -5.4; C-LANA FP: -0.6; Arr AP2 block: 15.7; OPRM1-OPRD1 ag: -0.2; Wnt act: 2.9; DSG3 Ab inh: 92.4; RTF Ca sens act: 1.9; OPRM1-OPRD1 inv: 1.4

How did Cc1c(C(=O)NCCS(=O)(=O)N2CCN(c3ccccc3F)CC2)cccc1[N+](=O)[O-] do in these assays?
V-ATPase pHluor: -3.7; Cardiac RTF inh: 0.8; Keap1 Nrf2 FP: 1.8; C-LANA FP: -0.7; Arr AP2 block: 26.9; OPRM1-OPRD1 ag: -2.0; Wnt act: 1.2; RTF Ca sens act: -3.3; OPRM1-OPRD1 inv: 10.2

What do the screens show for `C=C1CCN([C@H](C(=O)OCc2ccc(C)cc2)C(C)C)S(=O)(=O)c2ccccc21`?
V-ATPase pHluor: -1.5; Cardiac RTF inh: -2.8; Keap1 Nrf2 FP: -7.1; C-LANA FP: 1.2; Arr AP2 block: -11.4; OPRM1-OPRD1 ag: 3.6; Wnt act: 0.5; DSG3 Ab inh: 102.2; RTF Ca sens act: -1.4; OPRM1-OPRD1 inv: -20.5

Results for Cc1cccc(C)c1OCC(=O)N/N=C/c1ccc2c(c1)OCO2 ?
V-ATPase pHluor: 2.8; Cardiac RTF inh: -8.4; Keap1 Nrf2 FP: -3.3; C-LANA FP: 0.5; Arr AP2 block: -10.2; OPRM1-OPRD1 ag: 0.0; RTF Ca sens act: -3.4; OPRM1-OPRD1 inv: -0.1

How did Cn1c(SCC(=O)NCCc2ccccc2)nnc1-c1ccncc1 do in these assays?
V-ATPase pHluor: 1.5; Cardiac RTF inh: -9.6; Keap1 Nrf2 FP: -1.0; C-LANA FP: -1.0; Arr AP2 block: 4.6; OPRM1-OPRD1 ag: -2.3; Wnt act: -2.3; RTF Ca sens act: -3.4; OPRM1-OPRD1 inv: 14.2

How did CCC1C(=O)NCCN1C(=O)c1ccccc1OC1CCN(S(C)(=O)=O)CC1 (stereo not drawn) do in these assays?
V-ATPase pHluor: 0.4; Cardiac RTF inh: -4.8; Keap1 Nrf2 FP: 0.6; C-LANA FP: -0.7; Arr AP2 block: 18.9; OPRM1-OPRD1 ag: -3.2; Wnt act: -0.8; DSG3 Ab inh: 94.9; RTF Ca sens act: 3.5; OPRM1-OPRD1 inv: 16.4

How did CCCCC1=CC2=CC(=O)C(C)(OC(=O)CC)C(=O)C2=CN1C1CCCCC1 (stereo not drawn) do in these assays?
V-ATPase pHluor: 19.4; Cardiac RTF inh: -1.0; Keap1 Nrf2 FP: -5.0; C-LANA FP: 3.6; Arr AP2 block: 29.1; OPRM1-OPRD1 ag: 2.5; Wnt act: -0.8; DSG3 Ab inh: 99.6; RTF Ca sens act: 15.2; OPRM1-OPRD1 inv: -14.4

Results for O=[N+]([O-])c1cc(-c2ccc(/C=N/c3nc4ccccn4c3-c3ccco3)o2)ccc1Cl ?
V-ATPase pHluor: -3.0; Cardiac RTF inh: -4.5; Keap1 Nrf2 FP: 3.3; C-LANA FP: 4.5; Arr AP2 block: -0.3; OPRM1-OPRD1 ag: 4.0; Wnt act: 20.1; DSG3 Ab inh: 93.0; RTF Ca sens act: -4.8; OPRM1-OPRD1 inv: -24.8

What do the screens show for `CC1(c2ccc(OC(F)F)cc2)NC(=O)N(CC(=O)N2CCN(C(=O)c3ccco3)CC2)C1=O` (stereo not drawn)?
V-ATPase pHluor: -0.7; Cardiac RTF inh: 4.3; Keap1 Nrf2 FP: -0.4; C-LANA FP: -2.0; Arr AP2 block: 7.5; OPRM1-OPRD1 ag: -3.0; Wnt act: -2.7; DSG3 Ab inh: 104.5; RTF Ca sens act: -5.0; OPRM1-OPRD1 inv: 12.1

Results for Cc1ccccc1NC(=S)NC1CC2CCC(C1)N2Cc1ccco1 (stereo not drawn) ?
V-ATPase pHluor: -1.4; Cardiac RTF inh: 1.5; Keap1 Nrf2 FP: 2.2; C-LANA FP: 0.4; Arr AP2 block: 4.8; OPRM1-OPRD1 ag: -1.5; Wnt act: 2.7; DSG3 Ab inh: 97.5; RTF Ca sens act: 2.9; OPRM1-OPRD1 inv: 8.6

How did CC(C)(C)OC(=O)N1CCC[C@H]1C(=O)Nc1ccc(S(=O)(=O)C(F)F)cc1 do in these assays?
V-ATPase pHluor: -2.7; Cardiac RTF inh: -8.0; Keap1 Nrf2 FP: 0.2; C-LANA FP: 0.9; Arr AP2 block: 31.8; OPRM1-OPRD1 ag: 0.0; Wnt act: -2.8; DSG3 Ab inh: 100.3; RTF Ca sens act: -1.8; OPRM1-OPRD1 inv: 0.1

What do the screens show for `Cc1ccccc1Cn1nnc(-c2ccc(C(=O)O)cc2)n1`?
V-ATPase pHluor: -0.2; Cardiac RTF inh: -6.9; Keap1 Nrf2 FP: 2.4; C-LANA FP: 0.8; Arr AP2 block: 13.9; OPRM1-OPRD1 ag: -2.8; Wnt act: -0.9; DSG3 Ab inh: 107.6; RTF Ca sens act: 4.5; OPRM1-OPRD1 inv: 14.7

How did CCCCNC(=O)CSc1nc(O)cc(=O)n1C1CCCC1 do in these assays?
V-ATPase pHluor: 0.7; Cardiac RTF inh: -0.1; Keap1 Nrf2 FP: -2.4; C-LANA FP: -3.0; Arr AP2 block: 11.2; OPRM1-OPRD1 ag: -1.3; Wnt act: -0.5; DSG3 Ab inh: 107.1; RTF Ca sens act: -4.6; OPRM1-OPRD1 inv: 6.7

How did O=C(NC(=S)Nc1ccccc1)c1cncc(C#Cc2ccccc2)c1 do in these assays?
V-ATPase pHluor: -1.1; Cardiac RTF inh: -2.3; Keap1 Nrf2 FP: 0.1; C-LANA FP: -0.1; Arr AP2 block: -22.8; OPRM1-OPRD1 ag: 0.4; Wnt act: 1.2; DSG3 Ab inh: 111.8; RTF Ca sens act: 6.6; OPRM1-OPRD1 inv: -2.3

How did O=C(Nc1ccc2nn(-c3ccc(F)cc3)nc2c1)c1cccnc1 do in these assays?
V-ATPase pHluor: 0.5; Cardiac RTF inh: -1.0; Keap1 Nrf2 FP: -2.8; C-LANA FP: 1.5; Arr AP2 block: -14.5; OPRM1-OPRD1 ag: -1.6; Wnt act: 10.4; DSG3 Ab inh: 106.1; RTF Ca sens act: -0.7; OPRM1-OPRD1 inv: 7.8

For reference, two of the compounds above.
How did CC(C)(C)OC(=O)N1CCC[C@H]1C(=O)Nc1ccc(S(=O)(=O)C(F)F)cc1 do in these assays?
V-ATPase pHluor: -2.7; Cardiac RTF inh: -8.0; Keap1 Nrf2 FP: 0.2; C-LANA FP: 0.9; Arr AP2 block: 31.8; OPRM1-OPRD1 ag: 0.0; Wnt act: -2.8; DSG3 Ab inh: 100.3; RTF Ca sens act: -1.8; OPRM1-OPRD1 inv: 0.1

What do the screens show for `Cc1ccccc1Cn1nnc(-c2ccc(C(=O)O)cc2)n1`?
V-ATPase pHluor: -0.2; Cardiac RTF inh: -6.9; Keap1 Nrf2 FP: 2.4; C-LANA FP: 0.8; Arr AP2 block: 13.9; OPRM1-OPRD1 ag: -2.8; Wnt act: -0.9; DSG3 Ab inh: 107.6; RTF Ca sens act: 4.5; OPRM1-OPRD1 inv: 14.7
